Bioassay records: PubChem BioAssay, Broad Institute
ERAP1 HTS inh: human ERAP1 aminopeptidase inhibitors, primary screen, biochemical, single point, plate reader. 0.15% of 340,000 active. recombinant ERAP1, Leu-AMC fluorescence, 60 min. Endoplasmic reticulum aminopeptidase 1 (Homo sapiens), Q9NZ08. inhibition, % at 10.7 µM;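 active means mean replicate inhibition of at least 30%, or all replicates individually reaching that 30% level; inactive means mean below 30% and not every replicate reaching it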;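 further: 0% = neutral control wells and 100% = L-leucinethiol positive control wells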
Xi reactivation: activators of inactive X chromosome reactivation, primary screen, imaging, XiGFP fibroblasts, GFP high-content imaging, set 2. activation, % at 7.58 µM. 0.055% of 360,000 active. XiGFP mouse fibroblasts, % GFP-positive cells imaging, 3 d; cells co-treated with 5-aza-dC sensitizer; scaled so ellipticine positive control = 100%;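 active means mean normalized replicate activation at least 10% and every replicate at or above 10%; inconclusive means only one of the two criteria met; inactive means mean below 10% and not all replicates reach 10%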;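 further: 0% = median of on-plate neutral control wells and 100% = ellipticine 6 µM median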
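System: 68-5-11 XiGFP fibroblast line; Timing: 3 days compound exposure; Compound dosing: one concentration, pinned; Benchmarks: positive control ellipticine, 6 µM final; Buffer or medium: DMEM containing 5-aza-dC.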
RAD52 anneal inh: RAD52 DNA annealing inhibitors, primary screen, biochemical, FRET, single point, set 2; DNA repair protein RAD52 homolog (Homo sapiens), P43351; recombinant RAD52 DNA annealing, FRET fluorescence; inhibition, % at 18.7 µM; 0.46% of 360,000 active; AID 651710, 2012;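 active means every replicate showing at least 50% inhibition; inconclusive means mean inhibition at least 50% but not in every replicate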
F508del corr: F508del CFTR correction, initial screen, CFBE line, single point | AID 720511, 2013 | 0.36% of 350,000 active | activity (quench increase), % at 7.58 µM | CFBE cells, YFP halide quenching; stimulated with forskolin plus potentiator P3; % fluorescence drop versus neutral controls;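 active means mean added fluorescence quench of at least 8% versus neutral control, with both replicates also reaching 8%; inconclusive means only one of the mean or replicate conditions met; inactive means mean below 8% and not both replicates reaching 8%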;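 further: cells transiently co-express mutant CFTR-F508del with the halide-sensitive YFP; corrector assay measuring rescue of mutant channel to the surface after 24 h compound exposure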
ARNT TACC3 PPI: disruptors of ARNT/TACC3 protein interaction, primary screen, biochemical, AlphaScreen, single concentration | Transforming acidic coiled-coil-containing protein 3 (Homo sapiens), Q9Y6A5 | AlphaScreen His-ARNT PAS-B/GST-TACC3 binding, luminescence; TACC3 fragment carries E629A point mutation | 0.66% of 390,000 active | inhibition, % at 9.99 µM;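 active means mean inhibition of replicates at least 50% and at least half of replicates each reaching 50%; inconclusive means half or more replicates reach 50% but mean below 50%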;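 further: 0% = complete ARNT plus TACC3 wells and 100% = ARNT alone without TACC3; many hits fall short of the cut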
esBAF inh: Bmi1 luciferase reporter increase in mESCs, primary screen, esBAF inhibitor project, mouse ES cells, Bmi1 luciferase knock-in, single point; 24 h; 100% = twice the neutral-well signal; reporter increase, % at 12.5 µM; 2% of 350,000 active; in the data active means activation above about 40%; inconclusive means no clear call, values can overlap the other calls;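 further: 0% = median of the plate's neutral control wells and 100% = double that signal; a rise in the Bmi1 reporter signal indicates esBAF inhibition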
GSIS activator: GLuc luminescence reporter in INS-1E cells, primary screen for activators of glucose-dependent secretion of insulin | 0.61% of 370,000 active | AID 743287, 2014 | INS-1E GLuc reporter insulin secretion, 2-3 h | activation, % at 16.6 µM;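 active means lowest replicate activation of at least 40%, so every replicate reaches that level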;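 further: 0% = median of neutral control wells and 100% = median of IBMX positive control wells; some compounds called inactive have numbers as strong as hits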
RAD54 inh: inhibitors of human RAD54 branch migration, primary screen, biochemical, fluorescence, single point; DNA repair and recombination protein RAD54-like (Homo sapiens), Q92698; RAD54 Holliday junction branch migration, FAM/BHQ fluorescence; inhibition, % at 10.4 µM; 0.14% of 360,000 active; AID 602329, 2012;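 active means mean normalized replicate activity at least 40 and at least half of replicates scoring 40 or more; inconclusive means only one of the two criteria met; inactive means mean below 40 and under half of replicates reaching 40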;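 further: 0% = median of neutral control wells and 100% = median of positive control wells; inhibitors cause a drop in the FAM fluorescence signal; in these data hits start at about 50%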
Target sequence (Q92698 whole entry, looked up): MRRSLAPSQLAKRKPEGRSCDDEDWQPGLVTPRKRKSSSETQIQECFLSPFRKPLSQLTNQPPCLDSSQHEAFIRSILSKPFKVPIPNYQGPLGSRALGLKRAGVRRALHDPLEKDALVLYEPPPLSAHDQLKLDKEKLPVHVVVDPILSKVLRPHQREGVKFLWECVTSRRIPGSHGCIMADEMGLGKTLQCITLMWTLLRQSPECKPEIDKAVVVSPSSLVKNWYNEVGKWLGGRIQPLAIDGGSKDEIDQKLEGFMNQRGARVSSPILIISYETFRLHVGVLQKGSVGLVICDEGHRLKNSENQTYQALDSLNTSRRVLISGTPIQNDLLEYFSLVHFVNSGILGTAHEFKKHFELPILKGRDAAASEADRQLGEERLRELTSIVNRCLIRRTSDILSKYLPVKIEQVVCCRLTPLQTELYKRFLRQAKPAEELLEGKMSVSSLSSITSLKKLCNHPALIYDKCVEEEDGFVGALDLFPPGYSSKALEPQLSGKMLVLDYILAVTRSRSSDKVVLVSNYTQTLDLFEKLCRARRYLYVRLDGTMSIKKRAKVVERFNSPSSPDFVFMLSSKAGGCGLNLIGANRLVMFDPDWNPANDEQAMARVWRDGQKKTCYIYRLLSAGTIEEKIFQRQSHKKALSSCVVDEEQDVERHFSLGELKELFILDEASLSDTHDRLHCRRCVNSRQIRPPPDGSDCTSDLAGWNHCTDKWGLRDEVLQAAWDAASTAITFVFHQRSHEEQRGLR
* marks the source's active call; other numbers are inactive results; ? = inconclusive; / = not tested or not shown; & = joins results of further samples; ! = repeats disagree.

SMILES	ERAP1 HTS inh	Xi reactivation	RAD52 anneal inh	F508del corr	ARNT TACC3 PPI	esBAF inh	GSIS activator	RAD54 inh
CCOc1ccccc1Nc1nnc(SCC(=O)NC(=O)c2cccn2C)s1	3	0.1	-6	-2.9	12	/	8	/
O=C(C[C@H]1CC[C@@H](NC(=O)Nc2cc(F)ccc2F)[C@H](CO)O1)NCc1ccncn1	-3	0.1	3	-0.2	-6	1	9	-4
COc1cc(/C=C/C(=O)OCC(=O)Nc2cccc(F)c2)ccc1O	4	0.3	-7	-0.8	-3	12	/	6
COc1ccc(CNC(=O)C[C@@H]2C=C[C@H](NC(=O)c3ccc4c(c3)OCO4)[C@H](CO)O2)cc1	0	0.3	-5	-0.7	-3	1	12	-5
COc1ccc(NC(=O)CC2Nc3ccccc3NC2=O)c([N+](=O)[O-])c1 (configuration not stated)	1	0.1	-15	0.0	-3	/	9	/
C[C@@H]1CN([C@@H](C)CO)S(=O)(=O)c2ccc(C#Cc3cccnc3)cc2O[C@@H]1CN(C)C(=O)Nc1ccc2c(c1)OCO2	-7	-0.2	-14	-0.9	0	-8	-20	2
COc1ccc(C2/C(=C(/O)c3ccc4c(c3)CC(C)O4)C(=O)C(=O)N2CCCn2ccnc2)cc1OC (configuration not stated)	-2	0.0	-8	-2.5	2	-4	31	-6
CC(CC(=O)O)Nc1ccccc1O (configuration not stated)	0	0.0	-31	1.7	6	3	0	/
CN1CCN(CCC(=O)N/N=C/c2ccccn2)CC1	0	0.4	-18	1.3	14	-3	10	8
C[C@H](CO)N1C[C@H](C)[C@@H](CN(C)C(=O)C2CCCCC2)OCCCC[C@H](C)Oc2ccc(NC(=O)Cc3ccccc3)cc2C1=O	0	0.1	0	-3.8	1	-3	-27	6
Clc1ccccc1-c1ncnc2ccc(Br)cc12	1	0.1	-11	4.1	/	/	29	/
CC(=O)N1CCOc2ccc(S(=O)(=O)NC[C@H]3O[C@@H](n4ccc(=O)[nH]c4=O)[C@H](O)[C@@H]3O)cc21	0	0.1	-7	-1.7	2	3	-7	0
COc1ccc(C(=O)N(Cc2ccccc2)c2cccc(C)c2)c(OC)c1OC	0	0.5	-11	-1.4	-4	7	-14	-9
CCCN(C)C[C@@H]1OCCCC[C@@H](C)Oc2ccc(NC(=O)NC3CCCCC3)cc2C(=O)N([C@H](C)CO)C[C@@H]1C	/	-0.6	/	-2.8	/	-7	4	/
CN(CCC1CCOCC1)C(=O)C1CCC(=O)N(CCc2ccc(Cl)cc2)C1 (configuration not stated)	-3	1.1	7	-0.3	-7	2	-10	-7
CN1C(C(=O)NCc2cccc(Br)c2)CC2Cn3c(nc4cc(Cl)c(Cl)cc43)C21 (configuration not stated)	1	0.0	-51	0.1	0	6	-20	-8
COc1ccc([C@H]2CC(=O)C=C(c3ccc(CO)cc3)C2)cc1	0	0.0	23	-2.6	3	10	9	5
COc1ccc(NC(=S)N(CCCN2CCCC2)Cc2cccs2)cc1	/	0.1	/	/	1	/	3	11
Cc1ccc(-n2ncc3c(=O)n(CC(=O)N4CCN(C(=O)c5ccco5)CC4)cnc32)cc1	3	0.4	-37	-0.2	-4	-4	5	5
O=C(CN(Cc1ccccc1)S(=O)(=O)c1ccccc1)N/N=C/c1ccc2c(c1)OCO2	-1	/	-15	2.8	2	2	-22	14

Profiles as entered above:
COc1ccc(NC(=O)CC2Nc3ccccc3NC2=O)c([N+](=O)[O-])c1 (configuration not stated) is listed as ERAP1 HTS inh = 1; Xi reactivation = 0.1; RAD52 anneal inh = -15; F508del corr = 0.0; ARNT TACC3 PPI = -3; esBAF inh = /; GSIS activator = 9; RAD54 inh = /
Clc1ccccc1-c1ncnc2ccc(Br)cc12 is listed as ERAP1 HTS inh = 1; Xi reactivation = 0.1; RAD52 anneal inh = -11; F508del corr = 4.1; ARNT TACC3 PPI = /; esBAF inh = /; GSIS activator = 29; RAD54 inh = /

Additional entries:
SMILES	ERAP1 HTS inh	Xi reactivation	RAD52 anneal inh	F508del corr	ARNT TACC3 PPI	esBAF inh	GSIS activator	RAD54 inh
O=C(NC1CCCCC1)Oc1cccc2ccccc12	11	0.0	-3	/	-7	-5	6	/
CCc1ncc(C(O)c2cccc(OC)c2OC)n1C (configuration not stated)	-3	/	-12	-1.2	0	1	34	-2
O=[N+]([O-])c1ccccc1/C=C\C=N\N1CCN(c2ccccc2)CC1	-1	-0.1	-5	-1.5	4	12	-5	2
O=C(Nc1ccccc1)c1ccccc1N=Cc1ccccc1O	-6	-0.2	-126	/	8	/	16	/
O=C(c1ccncc1)N1C[C@H]2[C@@H](c3ccccc31)[C@H](CO)N2C(=O)Nc1ccccc1Cl	1	-0.1	-8	-0.8	-9	1	-1	1
COc1ccc(C(=O)NC2CCCCCC2)cc1OC1CCN(C(C)=O)CC1	-6	0.7	-7	-0.7	-9	5	-8	9
COc1cc(NC(=O)c2ccccc2)ccc1NC(=O)Cc1ccccc1	0	0.1	-3	-0.2	16	0	-10	1
CC(C)C(NC(=O)OC(C)(C)C)C(=O)NC(CCC(=O)OCc1ccccc1)C(N)=O (configuration not stated)	-1	-0.3	-3	-0.5	-2	/	6	/
CCOc1ccccc1C(=O)OCC(=O)Nc1cc(Cl)ccc1Oc1ccccc1	2	0.2	-8	-4.6	-1	1	2	/
COc1cccc(C(=O)Nc2ccc3c(c2)C(=O)N(C)C[C@H](OC)[C@@H](C)CN[C@H](C)CO3)c1	0	-0.3	-9	3.0	-4	-5	2	3
CCN(CC)S(=O)(=O)c1cccc(C(=O)OCC(=O)NCCN2C(=O)CSC2=O)c1	-1	0.1	-1	-1.1	-6	2	/	-1
CN(C)CCCn1c(=O)n(C2CCCCC2)c(=O)c2c3c(sc21)CCCCC3	0	-0.3	19	1.6	2	-43	-36	15
CC1CC(C)(C)NC(=S)N1CCC(=O)N1c2ccccc2CC1C (configuration not stated)	-3	0.0	5	-1.1	17	-4	-4	-6
Cn1c(SCC(=O)O)nnc1-c1cccc(NC(=O)c2cccc3ccccc23)c1	21	-0.1	-10	-0.3	10	/	12	/
CN1C(=O)c2cc(NS(=O)(=O)c3cccc(F)c3)ccc2OC[C@H]2O[C@@H](CC(=O)N3CCc4ccccc4C3)CC[C@H]21	/	0.0	/	3.1	5	3	-9	0
O=C(NC(=S)Nc1sc2c(c1C(=O)O)CCCC2)c1ccccc1	-7	0.0	-41	-0.5	-2	9	-8	-6
Cc1ccc(S(=O)(=O)Nc2cccc3c2O[C@H](CN(C)Cc2ccc(Oc4ccccc4)cc2)[C@H](C)CN([C@H](C)CO)C3=O)cc1	/	-0.2	/	-0.1	/	2	-13	-10
CCOC(=O)C1=NOC2(C1)C(=O)Nc1c(Cl)cccc12 (configuration not stated)	-3	-0.1	-1	3.3	/	/	2	/
O=C(C1CC1)N1CC2(C1)[C@@H](c1ccccc1)[C@@H](CO)N2CCC(F)(F)F	1	0.0	-16	-1.7	/	/	-15	/
CN(C(=O)COC(=O)CNC(=O)c1sc2ccccc2c1Cl)C1CCS(=O)(=O)C1 (configuration not stated)	2	-0.1	-13	-0.4	/	2	-4	/
COc1ccc(CN2C(=O)C(CC(=O)NC3CC3)CC(C(=O)N(C)C)=C2C)cc1 (configuration not stated)	3	/	2	0.0	/	-6	-5	9
Cc1cc(C)n(-c2nc3ccccc3s2)n1	0	-0.1	-17	/	0	/	13	/
COc1ccc(S(=O)(=O)N2CCCCCC2)cc1C(=O)N(C)CC(=O)Nc1ccccc1Br	12	0.0	-5	-0.2	-1	/	-14	11
Cc1cc(C(=O)Nc2cccc(C)c2C)c2ccccc2n1	-2	0.2	-14	-2.8	-6	-7	4	-11
O=C(CCn1cccn1)Nc1ccc2c(c1)OCCO2	-2	0.0	-7	-1.7	-6	-15	-2	-7
CN(C)c1ccc2c(c1)[C@@H]1C[C@H](CC(=O)NCC3CC3)O[C@H](CO)[C@@H]1O2	-2	-0.1	-169	-1.6	24	-7	-2	-8
CCCCN1CC[C@@H]2C=CC[C@H](C(=O)OC)[C@@H]2C1=O	/	0.0	-8	-3.3	0	10	32	1
CCS(=O)(=O)N[C@H]1C=C[C@@H](CC(=O)O)O[C@@H]1CO	1	0.2	-24	2.8	/	/	2	/
Cc1cc(=O)[nH]c(SCC(=O)N2CCCC2)n1	-1	0.2	-4	-6.9	-4	-3	19	-14
C=CCNC(=S)NN(c1ccccc1)c1ccccc1	5	0.1	-7	-0.6	-3	/	3	-14
Cc1cccnc1Nc1nc(-c2ccc(F)cc2)cs1	-4	0.3	-27	6.0	-6	?	-12	8
Cc1nc(C(F)(F)F)ccc1C(=O)N1CCC1(C)C(=O)NCc1cccs1 (configuration not stated)	-3	0.0	-8	-0.5	/	-8	26	-7
C[C@H](NC(=O)C[C@@H]1CC[C@H]2[C@@H](COC[C@@H](O)CN2C(=O)Nc2cccc(F)c2)O1)c1ccccc1	2	0.1	0	-1.7	5	18	-9	0
CC(=O)c1c(-c2ccc(Cl)cc2Cl)noc1C	6	0.0	-2	0.0	-2	/	13	-10
Cc1nc(SCC(=O)Nc2cccc(S(=O)(=O)N3CCOCC3)c2)nc(C)c1C	-3	0.1	11	-4.5	3	6	/	-3
Cc1nc(C)c(-c2ccnc(/N=C/NO)n2)s1	-1	0.1	-13	0.6	2	-4	55	/
O=C(CSc1nnc2ccccn12)c1ccc(Cl)cc1	0	0.0	-1	-0.8	-10	22	4	1
COc1ccccc1CNc1nc(Nc2cccc(-c3cnco3)c2)c2sccc2n1	-8	0.1	-5	-1.3	/	-3	7	-17
COCc1c(C(=O)OC)nnn1-c1ccc(C(F)(F)F)cc1[N+](=O)[O-]	3	-0.1	-6	-0.8	-10	/	22	/
CCCCN1Cc2c(nc3cc(-c4ccco4)[nH]n3c2=O)C1=O	3	0.0	-15	3.0	-3	/	/	-50
C[C@H]1CN([C@@H](C)CO)C(=O)c2cccc(NC(=O)c3ccncc3)c2O[C@@H]1CN(C)C(=O)NC1CCCCC1	4	-0.6	9	-0.8	-18	5	3	-5
CCCN(C)C[C@H]1OCCCC[C@@H](C)Oc2ccc(NC(=O)C3CCCCC3)cc2C(=O)N([C@H](C)CO)C[C@H]1C	3	0.0	22	-1.4	-7	-12	-8	-1
CN(Cc1ccco1)S(=O)(=O)c1nnc(NC(=O)c2ccccc2Cl)s1	3	0.0	-23	5.3	2	8	13	10
COc1cccc(NC(=O)N(C)C[C@H]2OCc3ccccc3-c3c(n(C)c4ccccc34)C(=O)N([C@H](C)CO)C[C@H]2C)c1	3	0.0&-0.8	-13&3	8.4*!	/	/	-20&-21	/
COc1ccc(CN2C(=O)NC3(CCOc4ccccc43)C2=O)cc1F (configuration not stated)	-7	0.1	-1	/	-6	/	10	/
NC(c1csc(Nc2cc(NCCCO)ncn2)n1)c1ccccc1Cl (configuration not stated)	15	0.1	-1	2.3	/	-10	-3	-11
O=C(C[C@@H]1C[C@@H]2c3cc(NC(=O)C4CCC4)ccc3O[C@@H]2[C@H](CO)O1)NCc1ccccc1	3	0.2	9	-0.7	0	2	2	5

Compounds were not picked by outcome; overall some 3.3% were active at least once.
